Sm TGR inh = S. mansoni TGR enzyme inhibition. purified TGR, DTNB reduction, TNB absorbance 405 nm. 3% of 360,000 active. Q962Y6. Potency, µM (doses to about 114 µM), inactives show at the top dose activity change, negative = inhibition, actives largely listed as inhibitors; note: potency is the fitted concentration of half-maximal effect; nearly all actives have a fitted effect of over 60% in size
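Kinetic colorimetric format: TGR-catalysed, NADPH-driven DTNB reduction monitored via TNB absorbance. Enzyme dispensed at 20 nM; compound exposure 15 min at room temperature before reaction start.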
HCMV antiviral = human cytomegalovirus inhibition; HFF cells, HCMV-luciferase reporter, 72 h; stronger effect = lower value; activity change, negative = inhibition, % at 57.5 µM; 4.5% of 410,000 active; in the data active = activity change below about -60%; inconclusive = no clear call, values can overlap the other calls; inactive = above about -39%
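Two compound doses tested in HFFs infected with HCMV-luciferase, MOI 1 PFU/cell, 72 h at 37C. Lysate luminescence read with OneGlo; data normalized against buffer-only and 10uM Salinomycin inhibitor controls.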
AMA1-RON2 inh = disrupts binding of P. falciparum AMA1 to RON2; AlphaScreen AMA1-biotinylated RON2 peptide binding; Potency, µM (top dose mostly 58.2 µM), inactives show at the top dose activity change, negative = inhibition, hits mostly inhibitors; 0.2% of 360,000 active; AID 720542;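 note: potency is the fitted concentration of half-maximal effect; 0% = vehicle wells and -100% = peptide control; nearly all actives have a fitted effect of over 45% in size; some results filed as inactive show a strong effect at the top dose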
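AMA1 (3D7) with his tag at 25 nM final met compounds first, then biotinylated RON2 peptide at 25 nM; detection used donor plus acceptor beads, 10 µg/mL apiece, read by AlphaScreen after 30 min at room temperature.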
Giardia FBPA inh = Giardia lamblia aldolase inhibition | 0.71% of 290,000 active | Potency, µM (titrated, usually from 59.6 µM), inactives show at the highest dose activity, negative = inhibition, most hits filed as inhibitors | purified Giardia FBPA | AID 2451 | A8B2U2; note: potency is the fitted concentration of half-maximal effect; nearly all actives have a fitted effect of over 55% in size
Target sequence (A8B2U2 whole entry, looked up): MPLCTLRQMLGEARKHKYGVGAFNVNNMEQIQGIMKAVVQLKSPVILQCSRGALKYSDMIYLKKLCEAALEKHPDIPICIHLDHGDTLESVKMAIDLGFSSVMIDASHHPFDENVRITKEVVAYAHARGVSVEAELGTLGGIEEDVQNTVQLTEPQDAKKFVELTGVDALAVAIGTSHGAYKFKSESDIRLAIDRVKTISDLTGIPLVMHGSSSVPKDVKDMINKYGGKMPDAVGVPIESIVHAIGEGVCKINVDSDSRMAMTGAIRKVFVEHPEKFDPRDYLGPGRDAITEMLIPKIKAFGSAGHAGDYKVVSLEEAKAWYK
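Giardia FBPA (40 nM reagent) was preincubated 10 min at RT with compound (up to 57.5 uM final), then substrate plus GAPDH/TPI/NAD/arsenate coupling system with diaphorase/resazurin was added; resorufin fluorescence (525/598 nm) was read after 20 min.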
AmpC inh no detg = blocks E. coli AmpC beta-lactamase in detergent-free assay. 0.52% of 330,000 active. AmpC nitrocefin hydrolysis, absorbance 480 nm, 0.0001% Triton. Potency, µM (titrated, usually from 57.1 µM), for inactives: at the top dose activity change, negative = inhibition, most hits filed as inhibitors. AID 485341. P00811;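 note: potency is the fitted concentration of half-maximal effect; plate controls were no compound for no effect and no enzyme for full effect; nearly all actives have a fitted effect of over 20% in size; some results filed as inactive show a strong effect at the top dose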
Target sequence (P00811 whole entry, looked up): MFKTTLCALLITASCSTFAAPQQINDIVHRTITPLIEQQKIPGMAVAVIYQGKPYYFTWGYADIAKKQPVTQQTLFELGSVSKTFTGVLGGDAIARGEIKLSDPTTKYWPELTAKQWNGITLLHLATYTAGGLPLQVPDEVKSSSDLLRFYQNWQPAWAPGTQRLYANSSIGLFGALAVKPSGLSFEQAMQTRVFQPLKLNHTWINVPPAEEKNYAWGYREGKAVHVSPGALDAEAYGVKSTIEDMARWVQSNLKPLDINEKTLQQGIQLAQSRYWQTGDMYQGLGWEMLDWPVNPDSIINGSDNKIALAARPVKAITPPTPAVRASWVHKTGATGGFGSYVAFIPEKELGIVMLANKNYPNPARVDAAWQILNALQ
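AmpC (5.3 nM in the dispensed reagent) in 20 mM phosphate pH 7.0 with 0.01% (detergent screen) or 0.0001% Triton X-100 was preincubated with compounds for 15 min at room temperature. Nitrocefin was then added from an 800 uM solution, and hydrolysis was followed at 480 nm.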
AmpC inh detg = blocks E. coli AmpC beta-lactamase in detergent assay; Potency, µM (titrated, usually from 114 µM), for the others: at the highest dose activity change, negative = inhibition, hits mostly inhibitors; 0.041% of 370,000 active; AmpC hydrolysis of nitrocefin, absorbance 480 nm, 0.01% Triton; P00811;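 note: potency is the fitted concentration of half-maximal effect; 0% = no-compound wells and -100% = no-enzyme wells; nearly all actives have a fitted effect of over 25% in size; some results filed as inactive show a strong effect at the top dose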
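AmpC (5.3 nM in the dispensed reagent) in 20 mM phosphate pH 7.0 with 0.01% (detergent screen) or 0.0001% Triton X-100 was preincubated with compounds for 15 min at room temperature. Nitrocefin was then added from an 800 uM solution, and hydrolysis was followed at 480 nm.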
* hit, by the source's call; ? = inconclusive; . = no result given; [ ] = dose if it differs, or a comment. Unless noted, calls come from the whole dose curve; as a rule, active = well fitted curve in the direction sought with a large enough effect; inconclusive = small, poorly fitted or top-dose-only effect, or another doubt; inactive = no such curve, though single readings can be large; an effect the other way counts as inactive or inconclusive. Unless noted, % is set by controls: 0 for no effect and ±100 for the full control effect.

1. Cc1ccc(SCCNC(=O)c2ccccc2C)cc1
2. Cc1cc(C(=O)Nc2ccc(N3CCOCC3)c3nonc23)ccc1[N+](=O)[O-]
3. COc1ccc(NC2=C(C(C)=O)C(c3ccc(OC)cc3)C(C(C)=O)C(C)(O)C2)cc1 (stereo not drawn)
4. Cc1cccc(C)c1Nc1nnc(SCC(=O)NCCCN2CCCC2=O)s1
5. C=CCn1c(SCC(=O)c2ccc(Cl)s2)nc2ccccc2c1=O
6. O=c1c2ccccc2nc(/C=C/c2ccc([N+](=O)[O-])cc2)n1CCCO
7. O=C(OCc1nnc(-c2ccc([N+](=O)[O-])cc2)o1)c1ccc(F)c(S(=O)(=O)N2CCOCC2)c1
8. COc1ccc(N2C3=[N+](CC2(C)O)c2ccccc2CC3)cc1 (stereo not drawn)
assay / entry,1,2,3,4,5,6,7,8
Sm TGR inh,-8%,-3%,2%,.,-5%,-10%,0%,-21%
HCMV antiviral,-7,20,-36,-2,-30,?,-67*,78
AMA1-RON2 inh,11%,-3%,-5%,23%,-4%,5%,3%,-8%
Giardia FBPA inh,0%,1%,-1%,.,1%,-9%,.,-3%
AmpC inh no detg,-2%,-2%,90%[activator],-14%,-40%,47%,-16%,-14%
AmpC inh detg,?,-10%,8%,.,-6%,?,-19%,-13%

9. COC(=O)[C@H](C(C)C)N(Cc1ccccc1)S(=O)(=O)CCN1CCN(c2ccccc2)CC1
10. O=C(CN1CCN(Cc2ccc3c(c2)OCO3)CC1)N1CCc2[nH]c3ccccc3c2C1
11. O=C(NCc1ccccc1OC(F)(F)F)C1CCC(=O)N(Cc2ccccn2)C1 (stereo not drawn)
12. O=C(Cc1ccc(S(=O)(=O)N2CCOCC2)s1)Oc1ccc(F)cc1
13. CCn1ccnc1CN(C)Cc1cn[nH]c1-c1ccc(OC)c(F)c1
14. COc1ccc(-c2csc(NC(=O)CS(=O)(=O)c3ccccc3)n2)cc1
15. COc1ccc([C@@H]2CC=C(C(=O)O)[C@H](c3ccc(C)cc3)N2S(=O)(=O)c2ccccc2C)cc1
16. Cc1nnc(SCC(=O)NC2CCCc3ccccc32)n1-c1ccccc1 (stereo not drawn)
assay / entry,9,10,11,12,13,14,15,16
Sm TGR inh,.,0%,-19%,12%,-7%,6%,.,-16%
HCMV antiviral,-18,.,23,-32,-72*,12,47,-7
AMA1-RON2 inh,-11%,.,-7%,24%,40%[activator],-8%,-1%,-3%
Giardia FBPA inh,.,2%,0%,.,0%,.,.,10%
AmpC inh no detg,42%,135%[activator],-9%,-5%,3%,-58%,-28%,-6%
AmpC inh detg,.,?,?,6%,5%,?,.,-2%

Results in AMA1-RON2 inh and Sm TGR inh, for 2 of the compounds above:
nr	Structure	AMA1-RON2 inh	Sm TGR inh
12	O=C(Cc1ccc(S(=O)(=O)N2CCOCC2)s1)Oc1ccc(F)cc1	24%	12%
13	CCn1ccnc1CN(C)Cc1cn[nH]c1-c1ccc(OC)c(F)c1	40%[activator]	-7%

Carrying on:
17. Cc1ccc(C(=O)OCC(=O)NCc2ccco2)cc1
18. CCNc1nnc(SCC(=O)c2c(N)n(C3CC3)c(=O)[nH]c2=O)s1
19. Cn1c(=O)c(=O)n(C)c2cc(S(=O)(=O)N3CCN(C4CCCCC4)CC3)ccc21
20. COc1ccc(NC(=O)c2ccccc2NC(=O)CSc2ccc(Cl)cc2)cc1
21. Cc1nn(-c2ccc(F)cc2)c(Cl)c1C(=O)OC(C)C(=O)N(C)C1CCCCC1 (stereo not drawn)
22. Cc1c(N(C(=O)c2ccccn2)C2(C(=O)NC3CCCC3)CCCCC2)c(=O)n(-c2ccccc2)n1C
23. COc1ccc(N2CCN(C(=O)c3cccc(S(=O)(=O)N4CCOCC4)c3)CC2)cc1
24. CC(C)(C)NC(=O)C(c1ccncc1)N(Cc1cccs1)C(=O)Cn1nnc(-c2ccc(F)cc2)n1 (stereo not drawn)
assay / entry,17,18,19,20,21,22,23,24
Sm TGR inh,-5%,-21%,-9%,1%,6%,5%,?,-29%
HCMV antiviral,23,-5,?,54,?,4,0,12
AMA1-RON2 inh,5%,5%,-2%,9%,-8%,-11%,-6%,-5%
Giardia FBPA inh,3%,.,-5%,-4%,.,13%,.,-8%
AmpC inh no detg,-6%,-13%,5%,-10%,180%[activator],2%,-10%,112%[activator]
AmpC inh detg,?,-2%,9%,12%,-5%,3%,-1%,-9%

25. CC(C)(C)c1ccc(Oc2ccc(NC(=O)CCC(=O)OCC(=O)c3ccccc3)cc2)cc1
26. Cc1nn(CCCC(=O)NCc2ccc(F)cc2)c(=O)c2c1sc1ccccc12
27. CC(=O)c1c(C)[nH]c(C(=O)OCc2cc(-c3ccco3)on2)c1C
28. Cc1ccc(N(C(=O)CNC(=O)c2ccco2)C(C(=O)NCC2CCCO2)c2ccccc2)c(C)c1 (stereo not drawn)
29. CN(Cc1nc(-c2ccccc2)no1)C(=O)c1ccco1
30. CCN(c1ccccc1)S(=O)(=O)c1ccc(C(=O)Nc2ccccn2)cc1
31. CC(C)(C)n1cc(C(=O)c2ccc3ccccc3c2O)cn1
32. Cc1onc(-c2c(F)cccc2Cl)c1C(=O)NCc1ccc2c(c1)OCO2
assay / entry,25,26,27,28,29,30,31,32
Sm TGR inh,3%,1%,.,-10%,4%,-1%,-1%,-13%
HCMV antiviral,-9,5,-16,?,-8,?,?,-11
AMA1-RON2 inh,.,.,10%,17%,?,3%,-2%,7%
Giardia FBPA inh,.,.,.,9%,15%,.,-12%,.
AmpC inh no detg,.,.,-8%,121%[activator],14%,-21%,-13%,-14%
AmpC inh detg,0%,23%,.,-14%,-15%,2%,13%,1%

33. CS(=O)(=O)c1[nH]nc(-c2ccccc2)c1C#N
34. Cc1cccc(C)c1NC1=C(Cl)C(=O)OC1OC(=O)c1ccccc1 (stereo not drawn)
35. O=C(O)c1cc(N2C(=O)C3C4C=CC(C4)C3C2=O)ccc1NCc1cccnc1 (stereo not drawn)
36. CN1CCC(OC(=O)COc2ccc(C(C)(C)C)cc2)CC1
37. Cc1cc(NC(=O)C2CCCN(S(=O)(=O)c3cccc4nsnc34)C2)ccc1Br (stereo not drawn)
38. CC1(C)Cc2c(cnn2-c2ccccc2)C(NC(=O)CCCn2cncn2)C1 (stereo not drawn)
39. N#CC1=C(N)Oc2n[nH]c(-c3cccs3)c2C1c1cccs1 (stereo not drawn)
40. CN(C1CCS(=O)(=O)C1)S(=O)(=O)c1ccc(N2CCCC2=O)cc1 (stereo not drawn)
assay / entry,33,34,35,36,37,38,39,40
Sm TGR inh,-3%,9%,-3%,0%,6%,0%,-34%,12%
HCMV antiviral,0,-7,-29,-9,-3,66,43,41
AMA1-RON2 inh,-3%,29%,5%,-3%,.,-17%,-10%,1%
Giardia FBPA inh,5%,-5%,-10%,-3%,.,.,?,4%
AmpC inh no detg,-15%,-56%,-9%,57%,.,36%,-29%,-12%
AmpC inh detg,-4%,-4%,-2%,-5%,2%,6%,?,?

41. O=C(C1CCC1)N1CCc2cc(S(=O)(=O)NCc3ccco3)ccc21
42. CCCCn1c(CNC(=O)CC)nc2ccccc21
43. Cc1ccc(-c2nn3c(-c4ccco4)nnc3c3ccccc23)cc1S(=O)(=O)N1CCOCC1
44. OC1(C#CCCN2CCCCC2)c2ccccc2-c2ccccc21
45. O=C(CSc1nc(C2CC2)nc2ccccc12)N1CCc2ccccc2C1
46. COC(=O)Nc1nnc(/C=C/c2ccccc2)s1
47. O=C1Cc2cc(S(=O)(=O)NCc3ccccc3Cl)cc3c2N1CCC3
48. O=C(NC(Cc1ccccc1)C(=O)O)/C(=C\c1ccco1)NC(=O)c1ccccc1 (stereo not drawn)
assay / entry,41,42,43,44,45,46,47,48
Sm TGR inh,-1%,2%,?,1%,7%,2%,12%,-27%
HCMV antiviral,-3,8,.,-13,.,8,-13,19
AMA1-RON2 inh,18%,-2%,.,0%,.,-2%,0%,31%[activator]
Giardia FBPA inh,1%,6%,-1%,6%,0%,2%,.,-20%
AmpC inh no detg,1%,0%,-16%,-20%,-28%,-29%,-50%,-11%
AmpC inh detg,-2%,?,-7%,1%,-1%,-3%,2%,2%

49. O=Cc1c(NCCc2cccc(F)c2)c2ccccc2[nH]c1=O
50. O=C(CN1CCCCC1)N/N=C/c1ccccc1Br
51. COc1ccc(N(CC(=O)NCc2ccc(F)cc2)C(=O)c2snc(C(N)=O)c2N)cc1
52. CC(C)(C)CC(=O)Nc1nnc(SCC(=O)Nc2ccccc2F)s1
53. CCOc1ccc(NC(=O)CSC2=Nc3ccccc3C3=NC(Cc4ccccc4)C(=O)N23)cc1 (stereo not drawn)
54. Cn1c(SCC(=O)c2ccccc2)nnc1-c1ccncc1
55. CC(=O)N1CCCC1C(=O)O (stereo not drawn)
56. O=C1CC(N2CCN(c3ccccc3F)CC2)C(=O)N1c1ccc2c(c1)OCCO2 (stereo not drawn)
assay / entry,49,50,51,52,53,54,55,56
Sm TGR inh,8%,5%,-6%,5%,8%,-15%,.,-21%
HCMV antiviral,14,-9,1,-4,44,-4,-7,9
AMA1-RON2 inh,-6%,-1%,20%,-1%,.,-5%,0%,-8%
Giardia FBPA inh,12%,-7%,0%,3%,.,10%,-6%,-1%
AmpC inh no detg,84%,-15%,-52%,-21%,.,-7%,.,25%
AmpC inh detg,-10%,-12%,-12%,-15%,-7%,0%,.,?

Fetched by structure from above (three):
49. O=Cc1c(NCCc2cccc(F)c2)c2ccccc2[nH]c1=O
52. CC(C)(C)CC(=O)Nc1nnc(SCC(=O)Nc2ccccc2F)s1
50. O=C(CN1CCCCC1)N/N=C/c1ccccc1Br
assay / entry,49,52,50
Sm TGR inh,8%,5%,5%
HCMV antiviral,14,-4,-9
AMA1-RON2 inh,-6%,-1%,-1%
Giardia FBPA inh,12%,3%,-7%
AmpC inh no detg,84%,-21%,-15%
AmpC inh detg,-10%,-15%,-12%

More compounds follow:
57. CC/C=C/C(=O)N1CC2(CC(c3cccc(NC(=O)c4ccccc4)c3)=NO2)C[C@@H]1C(N)=O (stereo partly drawn)
58. Cc1oc(-c2ccccc2F)nc1CS(=O)CC(=O)NCc1cccs1 (stereo not drawn)
59. CC(C)N(C(=O)CSc1nnc(-c2cc3ccccc3cc2O)n1Cc1ccco1)C(C)C
60. COCCSc1nnc(NS(=O)(=O)c2ccc(F)cc2)s1
61. CCCCNC(=S)N(CCCN(C)C)Cc1cc2cc3c(cc2[nH]c1=O)OCO3
62. Cc1nc(SCC(=O)NC(=O)NC(C)(C)C)nc(C)c1C
assay / entry,57,58,59,60,61,62
Sm TGR inh,-35%,-30%,?,.,-23%,4%
HCMV antiviral,9,9,-5,-31,-23,-19
AMA1-RON2 inh,-7%,9%,22%,-4%,5%,3%
Giardia FBPA inh,0%,6%,-8%,8%,5%,-4%
AmpC inh no detg,32%,-18%,-6%,-27%,1%,-3%
AmpC inh detg,3%,?,-3%,5%,-4%,5%

Screening data (PubChem BioAssay)
